Rat MKP-3 inhibitors: MKP-3 phosphatase inhibitors, primary screen, biochemical, rat enzyme, in vitro (AID 425). Dual specificity protein phosphatase 6 (Rattus norvegicus). inhibition, % at 20 µM, or IC50 in µM where a hit was titrated. recombinant MKP-3 phosphatase activity, fluorescence; higher % means a stronger effect. actives 0.17% (n = 110,000); in the data active means inhibition above about 50%;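 further: plate controls were vehicle for no effect and reference inhibitor for full effect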
Hsp70 displacement: Hsp70 inhibitors, probe displacement, primary screen, biochemical, fluorescence polarization (AID 583). actives 0.06% (n = 140,000). Heat shock 70 kDa protein 1A (Homo sapiens). Hsp70 fluorescence polarization probe displacement, mP; higher % means a stronger effect. displacement, % at 20 µM; hits with a dose series show IC50 in µM; in the data active means displacement above about 50%;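 further: plate controls were vehicle for no effect and reference ligand for full effect; a part of the inactive calls stands beside numbers as strong as those of hits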
* marks the source's active call; other numbers are inactive results; / = no result given; & = joins results of further samples. Only part of the results is shown, so the mix of outcomes need not match the whole.

Rat MKP-3 inhibitors	Hsp70 displacement	canonical_smiles
2%	7.7%	Cc1ccc(C2CC(C(F)(F)F)n3ncc(C(=O)Nc4ccc(C)c(C)c4)c3N2)cc1 (centres undefined)
14%	1.1%	CN(C)C1=C/C(=N/S(=O)(=O)c2ccccc2)c2ccccc2C1=O
-10%	1.3%	O=C(c1cccs1)N(Cc1nc2sc3c(c2c(=O)[nH]1)CCCC3)C1CCCC1
-3%	-4.1%	CS(=O)(=O)c1ccc2nc(NS(=O)(=O)c3ccc(F)cc3)sc2c1
1%	5.6%	O=S(=O)(c1ccc(Cl)cc1)c1ccc(Oc2ccc(Cl)cc2)cc1
0%	-2.5%	COc1cccc(CNC(=O)CCNS(=O)(=O)c2cccs2)c1
3%	-1.0%	COc1cc(C(=O)Nc2ccc(Cl)cn2)cc(OC)c1OC
-1%	5.2%	COc1ccc(CNc2ccc(-c3ccc(OC)cc3)nn2)cc1
4%	4.9%	Cc1ccccc1CSCCNC(=O)CN(c1ccc2c(c1)OCO2)S(C)(=O)=O
4%	0.4%	CC1=C(C(=O)OC2CCCCC2)C(c2ccc(O)cc2)C2=C(CCCC2=O)N1 (centres undefined)
-6%	1.6%	Cc1nc2nc(-c3ccccc3)[nH]n2c(=O)c1Cc1ccccc1
/	4.2%	O=C(N/N=C/c1cccs1)C1COc2ccccc2O1 (centres undefined)

Among those listed so far, these contain nitrogen in an aromatic ring.
Rat MKP-3 inhibitors	Hsp70 displacement	canonical_smiles
2%	7.7%	Cc1ccc(C2CC(C(F)(F)F)n3ncc(C(=O)Nc4ccc(C)c(C)c4)c3N2)cc1 (centres undefined)
-10%	1.3%	O=C(c1cccs1)N(Cc1nc2sc3c(c2c(=O)[nH]1)CCCC3)C1CCCC1
-3%	-4.1%	CS(=O)(=O)c1ccc2nc(NS(=O)(=O)c3ccc(F)cc3)sc2c1
3%	-1.0%	COc1cc(C(=O)Nc2ccc(Cl)cn2)cc(OC)c1OC
-1%	5.2%	COc1ccc(CNc2ccc(-c3ccc(OC)cc3)nn2)cc1
-6%	1.6%	Cc1nc2nc(-c3ccccc3)[nH]n2c(=O)c1Cc1ccccc1

(further entries)
Rat MKP-3 inhibitors	Hsp70 displacement	canonical_smiles
0%	8.2%	COc1ccc(C2(C(=O)NC(C)C)CCCC2)cc1OC
3%	7.3%&0.0%	Cc1ccc(OCCSc2ncnc3nc[nH]c23)cc1
0%	-2.2%	O=C(CSC1=NCCS1)Nc1cccc(C(F)(F)F)c1
-7%	3.9%&2.4%	O=C1NC(=O)C(c2ccccc2)(c2ccccc2)N1
/	2.9%	COc1cc(C(=O)N(Cc2ccc(F)cc2)C2CCS(=O)(=O)C2)cc(OC)c1OC (centres undefined)
-4%	-0.5%	COc1ccc(C(=O)CSc2nnc(-c3ccc(C)cc3)o2)cc1
-2%	3.5%	C=CCNc1nc(-c2ccc(O)c(C(N)=O)c2)cs1
-7%&-4%	-0.6%&-3.3%	COc1ccc(NS(=O)(=O)c2cc(C)ccc2C)cc1
0%	2.6%	COc1cc(/C=C2/C(=O)NC(=O)N(c3ccccc3F)C2=O)ccc1OCc1ccc(C(=O)O)cc1
-6%	1.1%	Cc1ccc2[nH]c(=O)c(CN(CCCN3CCOCC3)C(=O)Nc3cccc(Cl)c3)cc2c1
-1%	0.1%	Cc1ccccc1NC(=O)/C(=C\c1cccs1)NC(=O)c1ccc(C(C)(C)C)cc1
/	6.4%	COc1ccc(C2CC(c3ccc(OC)cc3)n3nc(NC(=O)c4cccs4)nc3N2)cc1 (centres undefined)
-3%	5.6%	CCOC(=O)c1c(NC(=O)c2ccccc2)sc2c1CCC/C2=N/O
4%	1.9%	COc1ccc(CN2CCN(C3CCC(C)CC3)CC2)c(OC)c1 (centres undefined)
4%	4.4%	O=C(CSc1nc2ccccc2c(=O)n1CC1CCCCC1)c1ccc(Cl)cc1
4%	-15%	O=C(COC(=O)C1CCN(S(=O)(=O)c2cccs2)CC1)c1cc2ccccc2o1
/	0.7%	COc1ccc(CN2CCOCC2)cc1
/	4.5%	O=C(c1ccc(Cl)c(S(=O)(=O)NCc2ccco2)c1)N1CCN(c2ccccc2F)CC1
4%	-0.6%	O=C(CCc1ccccc1)Nc1cccc(Cl)c1Cl
5%	-0.9%	Cc1ccc(Cl)cc1NC(=O)CSc1nc2ccc([N+](=O)[O-])cc2s1
2%	-1.2%	CCCOC(=O)c1c(-c2ccc(OCC)cc2)csc1N
/	-4.6%	CCc1nc(N2CCN(S(=O)(=O)c3ccc(Br)cc3)CC2)c2c(C)c(C)sc2n1
-14%	1.5%	O=C(COC(=O)CCc1c[nH]c(=O)[nH]1)Nc1cccc(Cl)c1
-2%	0.4%	Cc1ccc2cccc(SCC(=O)Nc3ccc([N+](=O)[O-])cc3)c2n1
2%	1.3%	Cc1cc(C)cc(N2C(=O)C3C4C=CC(C4)C3C2=O)c1 (centres undefined)
0%	0.3%	COc1ccccc1NC(=O)C1=C(C)NC(=O)NC1c1ccc([N+](=O)[O-])cc1 (centres undefined)
-12%	0.8%	Cc1ccc(S(=O)(=O)N2CCC(C(=O)Nc3nnc(-c4ccco4)s3)CC2)cc1
-2%	-1.5%	CCN(CC)C(=O)CSc1nnc(-c2cccc(OC)c2)o1
0%	1.4%	Cc1cc(C)cc(NC(=O)C2CC(=O)N=C(N)S2)c1 (centres undefined)
4%	1.2%	CC(c1ccccc1)n1cc(C(=O)NCc2cccnc2)nn1 (centres undefined)
1%	/	COc1ccc(-c2nc3ncccn3c2Nc2ccc3c(c2)OCCO3)cc1
2%	0.2%	COc1ccc(CCN2C(=O)CSC2c2ccc(F)cc2)cc1OC (centres undefined)
-4%	-4.8%	CN(C)CCSc1nnc(-c2ccccc2)o1
/	2.5%	CCCCCCCCc1nc(=S)[nH][nH]1
-1%	3.5%	COC(=O)CNc1nc(-c2ccccc2F)nc2ccccc12
-9%	2.0%	O=C(O)C1CCCCC1C(=O)NCCCN1CCOCC1 (centres undefined)

Part of the list above, with two lines to a compound:
Every second line gives: Rat MKP-3 inhibitors, Hsp70 displacement
> COc1ccc(CCN2C(=O)CSC2c2ccc(F)cc2)cc1OC (centres undefined)
 : 2%, 0.2%
> CN(C)CCSc1nnc(-c2ccccc2)o1
 : -4%, -4.8%
> CCCCCCCCc1nc(=S)[nH][nH]1
 : /, 2.5%

(more compounds)
Rat MKP-3 inhibitors	Hsp70 displacement	canonical_smiles
/	2.3%	O=C(CSc1nnc(-c2ccncc2)n1Cc1ccco1)Nc1nccs1
6%	-5.3%	CSc1ccccc1NC(=O)c1cnccn1
2%	3.3%	CCOC(=O)C1=C(C)NC(=O)NC1c1ccc(OC)c([N+](=O)[O-])c1 (centres undefined)
2%	-4.3%	O=C(COc1ccccc1)Nc1cccc(NC(=O)c2ccc(Cl)cc2Cl)c1
/	0.5%	Cc1ccc(C(=O)c2sc3nsc(C)c3c2N)cc1
-7%	-2.0%	Cc1cccnc1Nc1nc(-c2ccc(O)cc2O)cs1
11%	-1.8%	C/C(=N\OC/C(O)=C(\C#N)c1nc2ccccc2[nH]1)c1ccc(Br)cc1
4%	11%	O=C(Oc1ccc2cccc(OC(=O)N3CCOCC3)c2c1)N1CCOCC1
5%	-3.1%	CCOC(=O)c1sc(NC(=O)c2ccco2)nc1C
1%	0.6%	COc1nc(NS(=O)(=O)c2ccc(NC(C)=O)cc2)nc(C)c1Cl
9%	-6.4%	COc1ccc(C)cc1NC(=O)CN(Cc1nnc(-c2ccc(Cl)cc2)o1)C1CCCC1
-2%	1.7%	CCc1nnc(NC(=O)OCc2ccccc2)s1

A section taken from the entries so far, as a working copy:
Rat MKP-3 inhibitors	Hsp70 displacement	canonical_smiles
9%	-6.4%	COc1ccc(C)cc1NC(=O)CN(Cc1nnc(-c2ccc(Cl)cc2)o1)C1CCCC1
-2%	1.7%	CCc1nnc(NC(=O)OCc2ccccc2)s1

Next part:
Rat MKP-3 inhibitors	Hsp70 displacement	canonical_smiles
2%	-0.4%	CC(C)=C1C2C=CC1C1C(=O)N(c3ccc(C)c(C)c3)C(=O)C21 (centres undefined)
4%	6.7%	Cc1ccc(C)c(C2=CSC3=NCCN23)c1
4%	2.1%	CC(C)CC(=O)Nc1ccc(I)cc1C(=O)O
2%	1.5%	CCOC(=O)C1NN=C(C(=O)c2ccccc2)C1c1ccc(OC)cc1 (centres undefined)
/	18%	COc1ccc(CC(=O)Nc2ccc(-c3noc(-c4ccccc4OC)n3)cc2)cc1
3%	3.2%	CCOc1ccc(-c2csc(/C(C#N)=C/c3ccc(Cl)cc3)n2)cc1
-8%	-0.8%	CCOC(=O)c1c(-c2ccccc2)csc1NC(=O)c1nn(CC)cc1Br
-7%	-1.4%	CCOC(=S)N/C(=N/S(C)(=O)=O)c1ccccc1
0%	5.2%	C/C(=N/NC(=O)c1ccoc1C)c1cccc(NC(=O)c2ccc(Cl)cc2Cl)c1
0%	-4.6%	O=C1N=c2ccc(Br)cc2=C1c1sc(=S)n(NC(=O)c2ccccc2[N+](=O)[O-])c1O
-4%	-0.2%	CC1(C)CC(=O)N(CC(=O)N2CCN(c3ncccn3)CC2)c2ccccc2S1(=O)=O
-15%	-0.4%	Clc1cccc(Cl)c1Cn1nnc(-c2cccs2)n1
/	-0.1%	CN(C)c1nc2n(c(=O)n1)CCS2
/	-1.8%	CCCC(=NCc1ccccc1)C1=C(O)C(C(=O)OC)C(C)(C)CC1=O (centres undefined)
4%	-0.7%	CC1CCc2sc3nc(NCc4ccco4)n4ncnc4c3c2C1 (centres undefined)
-2%	1.2%	Cc1ccc(/C(O)=C2\C(=O)C(=O)N(c3nncs3)C2c2cccc(Br)c2)cc1 (centres undefined)
-7%	13%	O=c1oc2c3c4c(cc2c2c1CCC2)OCCN4CCC3
6%	-2.8%	N#Cc1ccc(CSc2nnc(Nc3ccccc3)s2)cc1
/	-4.8%	COC(=O)Cn1c(C(F)(F)F)nc2ccccc21
0%	-1.4%	NS(=O)(=O)c1ccc(NC(=O)/C(=C\c2ccc(Br)cc2)NC(=O)c2ccccc2Cl)cc1
-4%	3.8%	CCOc1ccc(-c2cc3nc(C4CCN(C(=O)OC(C)(C)C)CC4)c(C(=O)O)cn3n2)cc1
5%	-8.3%	Cc1ccc2oc(-c3ccc(C)c(NC(=O)c4ccc(Br)o4)c3)nc2c1
0%	1.1%	Cc1ccc(C2C3C(=O)N(c4cccc(Br)c4)C(=O)C3N3CCCN23)cc1 (centres undefined)
/	8.1%	CN(C(=O)c1ccc(-c2nn(C)c(=O)c3ccccc23)cc1)c1ccccc1
/	-4.7%	O=C(NC(Cc1c[nH]c2ccccc12)c1nnc2n1CCCCC2)c1ccc(Cl)cc1 (centres undefined)
7%	-5.6%	O=C1NC(=O)N(c2ccc(Br)cc2)C(=O)/C1=C/c1ccc(-c2cccc([N+](=O)[O-])c2)o1
-3%	3.9%	O=C(CSc1nnc(-c2ccc(OC(F)F)cc2)o1)N1CCOCC1
/	0.2%	CC(C)OC(=O)C1=C2SCC(=O)N2C(N)=C(C#N)C1
-6%	-1.6%	COC(=O)C(CCCCN1C(=O)C2C3C=CC(C3)C2C1=O)N1C(=O)C2C3C=CC(C3)C2C1=O (centres undefined)
-1%	-0.8%	CCOc1ccccc1N1CCN(C(=O)c2cc(OC)c(OC)c(OC)c2)CC1
0%	0.4%	CC(C)(C)c1ccc(C(=O)Nc2cc(C(N)=O)cc(C(N)=O)c2)cc1
-6%&-3%&0%	5.8%&-3.5%&-4.8%	COc1ccc(-c2nc(=S)[nH][nH]2)cc1
-5%	3.1%	CCc1cccc(CC)c1NC(=O)CN1CCN(c2ccccc2)CC1
0%	-1.1%	CC(C)c1ccc(C=Nc2ccc(Nc3ccccc3)cc2)cc1
0%	-2.8%	Cc1cc(N2CCOCC2)nc2ccc(NC(=O)CCC(=O)N3CCCC(C)C3)cc12 (centres undefined)
/	2.3%	CCCCNC(=O)Nc1nnc(-c2ccc(Cl)cc2)o1
0%	1.2%	O=C(CC1=NC2(CCCC2)Cc2ccccc21)N1CCOCC1
-8%	10%	CCNC(=O)Nn1c(C)nnc1C
-8%	-2.9%	CCOc1ccc(OCC)c(NC(=O)CCn2c(=O)oc3ccccc32)c1
-1%	0.2%	N/C(=N\OC(=O)c1cccc(Br)c1)c1ccccn1
2%	4.9%	CC1(C)C(=O)Nc2ccccc2N1C(=O)COc1ccc(S(=O)(=O)N2CCOCC2)cc1Cl
-4%	2.1%	Cc1cc(OCC(=O)N2CCN(c3ccc([N+](=O)[O-])cc3)CC2)ccc1Cl
1%	1.5%	CCC(=O)N1c2ccc(S(=O)(=O)N(CCO)Cc3ccccc3)cc2CC1C (centres undefined)
0%	-5.8%	O=S(=O)(NCc1ccc2c(c1)OCO2)c1ccc(Cl)cc1
3%	-6.7%	CC(C)COc1ccc(C(=O)Nc2cccnc2)cc1
-4%	6.6%	CC(C)(C)NC(=O)c1nn2c(C(F)(F)F)cc(-c3ccccc3)nc2c1Br
0%	-2.2%	COc1cc(/C=N/NC(=O)c2cccc([N+](=O)[O-])c2)cc(I)c1O
-2%	-1.3%	COc1cccc(C(=O)CN2C(=O)C(C)(C)Oc3ccc(C(=O)N4CCCCCC4)cc32)c1
-1%	-7.2%	Oc1ccc(Br)cc1CN1CCN(Cc2cccnc2)CC1
4%	-1.1%	O=C1c2ccc(Oc3ccc([N+](=O)[O-])cc3)cc2C(=O)N1CC1CCCO1 (centres undefined)
-5%	2.4%	CC(C)c1nnc(NC(=O)C2CCCCC2)s1
-2%	5.0%	COC(=O)c1ccc2c(=O)n(CCN3CCOCC3)c(SCC(=O)c3ccccc3)nc2c1
-8%	0.8%	O=C(CSc1nnc(-c2ccc(Br)o2)n1Cc1ccccc1)c1ccccc1F
-1%	6.7%	COc1cccc(-n2c(Cc3cc(=O)[nH]c(=O)[nH]3)nnc2SCC(=O)NC2CCCCC2)c1
/	-1.0%	COC(=O)c1sccc1NC(=O)c1ccc(C)s1

High-throughput results from PubChem.
